Assay outcomes as filed in PubChem BioAssay.
MRP resist rev: reversal of MRP1-mediated doxorubicin resistance, primary screen, H69AR cells, doxorubicin co-treatment; H69AR cells + 2 uM doxorubicin, CellTiter-Glo, 72 h; differential viability (reversal), % at 10 µM; 0.04% of 85,000 active; AID 602, 2007;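 active means viability drop by adding the cancer drug above about 55%, with treated viability meeting a 40% cutoff, limit read from the data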;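 further: viability without doxorubicin minus viability with 2 µM doxorubicin for each compound; larger differential means the compound sensitizes cells more to doxorubicin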
Bcl-B displacement: displacers of TR3 peptide from Bcl-B, primary screen, selectivity assay for Bfl-1 inhibitor project, biochemical, fluorescence polarization. Bcl-2-like protein 10 (Homo sapiens). FP displacement of FITC-TR3 peptide from Bcl-B; higher % means a stronger effect. displacement, % at 20 µM, or IC50 in µM where a hit was titrated. 0.11% of 96,000 active. AID 748, 2007;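 active means displacement above 50% at 20 µM plus a fluorescence interference ratio under 1.5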;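 further: plate controls were wells without compound for no effect and wells lacking Bcl-B protein for full effect; a part of the inactive calls stands beside numbers as strong as those of hits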
IL1B NFkB inh: inhibitors of IL-1B driven NFkB p65 nuclear import, primary screen, imaging, HUVEC, IL-1B stimulus, high-content imaging. HUVEC IL-1B NFkB p65 nuclear translocation imaging. inhibition, % at 2 µM. 0.43% of 94,000 active;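 active means inhibition above about 30% together with a positive call from visual inspection of the well image, limit read from the data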;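 further: nuclear over cytoplasmic p65 intensity ratio measured by imaging; 0% = IL-1B stimulated DMSO wells and 100% = unstimulated DMSO wells; values of inactives mirror those of a sister screen read the other way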
PLAP inhibitors HTS: PLAP enzyme inhibitors, biochemical, luminescence, HTS (AID 690) | purified PLAP, luminescent substrate; higher % means a stronger effect | inhibition, % at 20 µM, or IC50 in µM where a hit was titrated | 0.08% of 96,000 active; in the data active means a potency from the dose series; inactive means the rest, 99 in 100 with inhibition below about 30%; further: strong numbers were not always called active
NFkB transloc pot: enhancers of NFkB p65 translocation in HUVEC – imaging, IL-1B stimulus, high-content imaging, primary screen | AID 819, 2007 | activation, % at 2 µM | 0.3% of 94,000 active | HUVEC IL-1B NFkB p65 nuclear translocation imaging;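 active means activation above 40%, about the mean plus 3 SD, also judged a hit on visual image review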;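 further: percent activation is computed from the nuclear over cytoplasmic p65 intensity ratio; values of inactives mirror those of a sister screen read the other way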
MRP resist rev cytotoxicity: recorded beside MRP resist rev, whose call it bears; viability, %; H69AR cells, CellTiter-Glo, 72 h; measured here: cytotoxicity without doxorubicin
MRP resist rev with doxorubicin: second read-out of MRP resist rev, no call of its own (marks repeat the call); viability, %; measured here: viability with 2 uM doxorubicin; stronger effect = lower value
IL1B NFkB inh cell count 2 µM: second read-out of IL1B NFkB inh, no call of its own (marks repeat the call); cell count; measured here: cells passing quality filter;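 raw number of nuclei counted in each imaged well without normalization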
NFkB transloc pot cell count 2 µM: further read-out of NFkB transloc pot, marked with its call; cell count; measured here: cells passing quality filter
* marks the source's active call; other numbers are inactive results; nt = not tested or not shown.

SMILES	MRP resist rev	MRP resist rev cytotoxicity	MRP resist rev with doxorubicin	Bcl-B displacement	IL1B NFkB inh	IL1B NFkB inh cell count 2 µM	PLAP inhibitors HTS	NFkB transloc pot	NFkB transloc pot cell count 2 µM
CCOC(=O)Cc1c(C)nc(-c2ccccc2)[nH]c1=O	1	102	101	1%	-24	169	-2%	24	169
Cc1nnc(NC(=O)NC(C)N2C(=O)C3C4C=CC(C4)C3C2=O)s1 (centres undefined)	nt	nt	nt	-30%	0	102	-3%	0	102
CCOc1ccccc1NC(=O)CSc1nnc(-c2ccco2)n1Cc1ccco1	15	87	72	0%	3	101	-57%	-3	101
NC(=O)CC1NC(=O)c2ccccc21 (centres undefined)	2	103	100	5%	7	188	-3%	-7	188
COc1ccc(OC)c(S(=O)(=O)N(C)CC(=O)N2CCN(c3ccccc3)CC2)c1	nt	nt	nt	-6%	-19	185	-51%	19	185
O=C(CCN1C(=O)c2ccccc2C1=O)NCc1ccncc1	2	94	92	-6%	nt	nt	-13%	nt	nt
O=C(Nc1ccc2nc[nH]c2c1)c1ccco1	-5	68	73	6%	-7	120	12%	7	120
COCCn1nnnc1CN1CCC(O)(c2cccc(C(F)(F)F)c2)CC1	15	89	74	4%	nt	nt	-8%	nt	nt
CCOC(=O)N1CCC(c2nc3ccccc3[nH]2)CC1	3	99	96	5%	-16	182	2%	16	182
Cc1cccc(OCCCC(=O)NC(C)c2ccccc2)c1 (centres undefined)	7	98	91	4%	4	173	-5%	-4	173
NC(=O)c1nn(-c2ccccc2)nc1N	5	97	92	-6%	-13	71	3%	13	71
O=C(NCCSCc1ccco1)Nc1cccc(Cl)c1	8	87	78	0%	-1	146	19%	1	146
N/C(Cn1nnc(-c2ccccc2)n1)=N\O	-3	91	94	-8%	-18	105	11%	18	105
C=C(C)COc1ccc(-c2[nH]ncc2-c2ccc(OC)c(OC)c2)c(O)c1	nt	nt	nt	0%	-10	90	-18%	10	90
Cc1ccccc1-n1c(=O)c(C#N)cc2c(=O)n3ccccc3nc21	-28	45	73	0%	-12	151	2%	12	151
Cc1ccc(C(=O)OCC(=O)NCc2ccc3c(c2)OCO3)s1	-2	105	107	11%	-8	156	6%	7	156
N#C/C(=C\C1CC2C=CC1C2)c1nc2ccccc2[nH]1 (centres undefined)	-1	89	90	-38%	2	102	-4%	-2	102
Cc1ccccc1NC(=O)C1CC(=O)N(c2ccc3c4c(cccc24)CC3)C1 (centres undefined)	nt	nt	nt	0%	-1	154	-53%	1	154
Cc1ccc2cc(CN(C(=O)c3ccco3)c3ccccc3C)c(=O)[nH]c2c1	2	87	86	-6%	-7	109	5%	7	109
COc1cc2c(cc1NC(=O)COC(=O)C1CC(=O)N(Cc3ccco3)C1)oc1ccccc12 (centres undefined)	-20	82	103	-18%	-32	118	-3%	32	118
CC(=O)Nc1ccc2c(c1)nc(CCN1CCN(C)CC1)n2C	-9	89	98	7%	-17	128	-1%	17	128
COc1ccc(S(=O)(=O)N(CCc2ccccc2)CC(=O)O)cc1Cl	7	104	97	3%	-11	88	-35%	11	88
CCOC(=O)c1sc(NC(=S)n2cc(C)cn2)c(C(=O)OCC)c1C	nt	nt	nt	nt	1	180	nt	-1	180
CCCC(C(=O)NC1CCCCC1)N(Cc1ccco1)C(=O)CNS(=O)(=O)c1ccccc1 (centres undefined)	4	81	76	4%	-7	62	-67%	7	62
CCCCCCN1C=CC(=C/C=C(\C#N)C(=O)OCC)C=C1	41	67	26	-281%	8	123	25%	-8	123
More compounds
SMILES	MRP resist rev	MRP resist rev cytotoxicity	MRP resist rev with doxorubicin	Bcl-B displacement	IL1B NFkB inh	IL1B NFkB inh cell count 2 µM	PLAP inhibitors HTS	NFkB transloc pot	NFkB transloc pot cell count 2 µM
NC(=O)Cn1c2[n+](c3ccccc31)CC(O)CS2 (centres undefined)	nt	nt	nt	9%	11	128	-8%	-11	128
CC(C)NS(=O)(=O)c1ccc(OCC(=O)Nc2ccccc2F)cc1	5	97	92	-8%	nt	nt	19%	nt	nt
Cn1ccs/c1=N\S(=O)(=O)c1ccc(Br)cc1	2	114	112	-1%	-11	190	9%	11	190
CCOC(=O)c1c(C)c(C(=O)NCCCOC)c(C)n1C	-12	88	100	-3%	-2	117	-7%	2	117
COc1ccc(N(CC(=O)Nc2ccc(F)c(Cl)c2)S(=O)(=O)c2c(C)noc2C)cc1	-2	99	101	-8%	-5	123	10%	5	123
CCN=C(NCC)SC1CC(=O)N(c2cccc(OCC)c2)C1=O (centres undefined)	-4	95	99	-2%	-9	111	5%	9	111
CC(C)(C)S(=O)(=O)c1ccc(S(=O)(=O)C(C)(C)C)s1	2	97	95	nt	11	57	nt	-11	57
Cc1ccc(NC(=S)N/N=C2/CCCc3c(C)cc(C)cc32)cc1	nt	nt	nt	7%	-10	157	10%	11	157
O=C(c1cc2nc(C3CC3)cc(C(F)(F)F)n2n1)N1CCCC1	-14	75	88	0%	-10	114	0%	10	114
CCC(=O)NC(NC(=O)CC)C(Cl)Cl	nt	nt	nt	6%	-10	147	0%	10	147
CCCCN1CN=C(Nc2nc3ccccc3o2)NC1	21	96	75	-19%	1	191	-24%	-1	191
COc1ccccc1N1CCN(C(=O)c2ccc(NC(C)=O)cc2)CC1	5	90	85	1%	4	90	-1%	-4	90
O=C(O)CCN1C(=O)C2C3C=CC(C3)C2C1=O (centres undefined)	6	94	87	-4%	-5	42	-22%	5	42
O=C(Cc1ccccc1)Nc1c(C(=O)N2CCCCCC2)cnn1-c1ccccc1	-2	97	98	nt	3	124	nt	-3	124
CC1(C)Cc2ccccc2-c2nnc(SCC(=O)N3CCc4ccccc43)n21	-3	56	58	-11%	21	59	-27%	-21	59
N#CCSc1nnc(Cc2cccs2)n1C1CCCCC1	1	75	74	-16%	-39	192	8%	39	192
COc1ccc(C(=O)Nc2cc3c(cc2OC)CCCC3)cc1Br	nt	nt	nt	1%	4	150	-2%	-4	150
O=S(=O)(NC1CC1)c1ccc(S(=O)(=O)N2CCN3CCCC3C2)cc1 (centres undefined)	5	95	90	12%	-5	180	2%	5	180
Cc1nc2nc(-c3ccc(Cl)cc3)[nH]n2c(=O)c1C	nt	nt	nt	0%	5	177	-1%	-5	177
CC1=C(C(=O)OCC2CCCO2)C(c2ccccc2OC(C)C)C2=C(CC(c3ccco3)CC2=O)N1 (centres undefined)	11	84	73	2%	-14	131	-62%	14	131
Cc1ccc(C2CC(c3cccs3)=NN2C(=O)CSC2=NN3CCCC(=O)N=C3S2)cc1 (centres undefined)	-23	11	34	-20%	-13	166	-52%	13	166
O=C1NCCN/C1=C\C(=O)c1ccccc1	-7	91	99	-3%	-20	147	14%	20	147
COC(=O)c1c(NC(=O)CC2Nc3ccccc3NC2=O)sc(C)c1C (centres undefined)	nt	nt	nt	-30%	5	112	-7%	-5	112
CCOC(=O)c1c(NC(=O)CSc2nnc(-c3ccccc3)o2)sc(C(C)=O)c1C	3	74	71	-52%	9	174	-55%	-9	174
CC[n+]1c(/C=C2\C=C(C)CC(C)(C)C2)sc2ccccc21	nt	nt	nt	-21%	2	108	11%	-2	108

Shown in CSV form: entries from further up
molecule,MRP resist rev,MRP resist rev cytotoxicity,MRP resist rev with doxorubicin,Bcl-B displacement,IL1B NFkB inh,IL1B NFkB inh cell count 2 µM,PLAP inhibitors HTS,NFkB transloc pot,NFkB transloc pot cell count 2 µM
NC(=O)Cn1c2[n+](c3ccccc31)CC(O)CS2 (centres undefined),nt,nt,nt,9%,11,128,-8%,-11,128
CC(C)NS(=O)(=O)c1ccc(OCC(=O)Nc2ccccc2F)cc1,5,97,92,-8%,nt,nt,19%,nt,nt
Cn1ccs/c1=N\S(=O)(=O)c1ccc(Br)cc1,2,114,112,-1%,-11,190,9%,11,190
CCOC(=O)c1c(C)c(C(=O)NCCCOC)c(C)n1C,-12,88,100,-3%,-2,117,-7%,2,117
COc1ccc(N(CC(=O)Nc2ccc(F)c(Cl)c2)S(=O)(=O)c2c(C)noc2C)cc1,-2,99,101,-8%,-5,123,10%,5,123
CCN=C(NCC)SC1CC(=O)N(c2cccc(OCC)c2)C1=O (centres undefined),-4,95,99,-2%,-9,111,5%,9,111
CC(C)(C)S(=O)(=O)c1ccc(S(=O)(=O)C(C)(C)C)s1,2,97,95,nt,11,57,nt,-11,57
Cc1ccc(NC(=S)N/N=C2/CCCc3c(C)cc(C)cc32)cc1,nt,nt,nt,7%,-10,157,10%,11,157
O=C(c1cc2nc(C3CC3)cc(C(F)(F)F)n2n1)N1CCCC1,-14,75,88,0%,-10,114,0%,10,114
CCC(=O)NC(NC(=O)CC)C(Cl)Cl,nt,nt,nt,6%,-10,147,0%,10,147
CCCCN1CN=C(Nc2nc3ccccc3o2)NC1,21,96,75,-19%,1,191,-24%,-1,191
COc1ccccc1N1CCN(C(=O)c2ccc(NC(C)=O)cc2)CC1,5,90,85,1%,4,90,-1%,-4,90

Going on with the list.
SMILES	MRP resist rev	MRP resist rev cytotoxicity	MRP resist rev with doxorubicin	Bcl-B displacement	IL1B NFkB inh	IL1B NFkB inh cell count 2 µM	PLAP inhibitors HTS	NFkB transloc pot	NFkB transloc pot cell count 2 µM
CCC1(C)CC(C(CC(=O)O)c2ccc(C)cc2)CCO1 (centres undefined)	-13	79	93	0%	-14	153	-7%	14	153
CCn1c2ccccc2c2cc(NC(=O)CSc3nnc(-c4ccc(OC)cc4)n3N)ccc21	-11	27	38	5%	-14	60	-16%	15	60
Cc1cccc(-n2c(CNC(=O)COc3ccccc3)nnc2SCC(=O)Nc2nccs2)c1	-7	80	87	5%	0	136	-39%	0	136
O=c1[nH]nc(Cc2ccccn2)c2ccccc12	-19	94	113	10%	nt	nt	11%	nt	nt
CN1CCN(C2CCCCCC2)CC1	nt	nt	nt	nt	-24	102	nt	25	102
COC(=O)c1ccc(OC)c(CSc2nnc(COc3ccc(Cl)cc3)o2)c1	10	101	90	-13%	2	164	18%	-2	164
CCC(=O)NC(=S)Nc1ccc(-c2nc3ccccc3s2)cc1	nt	nt	nt	0%	8	134	-1%	-8	134
CCOC(=O)/C(C#N)=C/C1=C(N2CCCC2)CC(C)(CC)OC1 (centres undefined)	4	78	74	-2%	3	59	-2%	-3	59
CCCCn1c(N)c(N(CC(C)C)C(=O)CN(C)Cc2cccc(OC)c2)c(=O)[nH]c1=O	12	95	83	-14%	2	203	-3%	-2	203
Cn1cnnc1SC1CCCCC1NS(=O)(=O)c1ccc(Cl)cc1 (centres undefined)	-2	81	84	nt	-10	114	nt	10	114
COc1cc(C2Nc3ccccc3C(=O)N2c2ccccc2)ccc1O (centres undefined)	1	100	99	-8%	0	157	-26%	0	157
CCc1nc(SCC(=O)NCCc2ccc(OC)c(OC)c2)c2c(=O)n(C)c(=O)n(C)c2n1	6	80	74	-3%	-2	148	-10%	2	148
COc1ccc(-c2nc(SCC(=O)NCc3ccco3)c(-c3ccccc3)[nH]2)cc1OC	-1	74	75	12%	1	50	-13%	-1	50
Cc1n[nH]c(C)c1Sc1ccccc1N=Cc1cc(Cl)cc([N+](=O)[O-])c1O	20	111	91	-190%	5	163	-1%	-5	163
CCc1cc2cc3c(cc2nc1SCC(=O)N1CCN(C(=O)c2ccco2)CC1)OCO3	-15	41	56	0%	6	98	13%	-5	98
CCCNC(=O)c1cnc(Sc2ncc(C(F)(F)F)cc2Cl)n1C	11	98	87	0%	-14	163	21%	14	163

Not all compounds are listed, so the mix of outcomes need not match the whole.
